GRK2 aptamer HTS – compounds blocking aptamer binding on GRK2 – biochemical, human GRK2, bead flow cytometry, HTS, primary screen; FAM-aptamer displacement from GRK2; 330,000 compounds, 0.59% hits; Beta-adrenergic receptor kinase 1 (Homo sapiens), P25098; AID 488847, 2010; inhibition of aptamer binding, % at 10 µM;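 active means inhibition of aptamer binding above 40%, roughly 3 SD of noise, on plates passing a quality check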;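 further: median bead fluorescence of bound FAM aptamer so fluorescent compounds give negative values; no value below 0 was filed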
Yeast superoxide – reduction of superoxide in aged yeast, primary screen, HTS. S. cerevisiae aged cells, superoxide DHE fluorescence; hits give low values. superoxide response (% of plate mean), % at 10 µM. 330,000 compounds, 0.18% hits;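 active means superoxide response under a set limit, about three screen SD below normal, cut at about 65% in these data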;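 further: yeast aged for seven days with compound at 30 °C before DHE staining; 100% = average MFI of all compound-treated wells on the plate with controls excluded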
AGP1 TOR yeast – modulators of AGP1-GFP expression in yeast TOR pathway, primary screen, cell-based, multiplex flow cytometry, S. cerevisiae, MLPCN library; GFP response vs DMSO, % at 10 µM; 320,000 compounds, 0.02% hits; 3 h; GFP as percent of DMSO wells;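 active means GFP response relative to DMSO above a set limit, near screen average plus 3 SD, cut at about 150% in these data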;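 further: median GFP channel fluorescence of the gated AGP1 strain per well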
VLA-4 inh – inhibition in human VLA-4 binding assay, primary screen, VLA-4 allosteric modulator project, MLPCN library, flow cytometry, VLA-4 expressing cells. Integrin alpha-4 (Homo sapiens), P13612. ligand binding flow cytometry. inhibition, % (about 7 µM as worked out from the volumes in the protocol). 330,000 compounds, 0.2% hits; in the data active means inhibition above about 50%
GLD-1 TGE inh – GLD-1/TGE RNA complex disruptors, primary screen, biochemical, fluorescence polarization | Female germline-specific tumor suppressor gld-1 (Caenorhabditis elegans), Q17339 | purified GLD-1 + fluorescein TGE RNA | inhibition, % at 5.96 µM | 320,000 compounds, 0.44% hits | AID 2280, 2010;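 active means percent inhibition above a per-plate cutoff, the plate mean of test compounds plus 3 SD, cut at about 30% in these data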;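 further: 0% = DMSO wells with GLD-1 and probe and 100% = wells lacking GLD-1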
Bcl-xL primary – inhibitors of human Bcl-xL, primary screen, biochemical, fluorescence polarization, HTS; inhibition, % at 10.9 µM; Bcl-2-like protein 1 (Homo sapiens), Q07817; GST-Bcl-xL / FITC-Bim BH3 peptide fluorescence polarization; 320,000 compounds, 0.7% hits;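 active means inhibition above the mean of all tested compounds plus 3 SD, cutoff set per campaign, cut at about 30% in these data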;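 further: 0% = DMSO wells and 100% = unlabeled Bim-BH3 peptide competitor; inhibitors lower millipolarization by displacing the labeled peptide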
Target sequence (Q07817 whole entry, looked up): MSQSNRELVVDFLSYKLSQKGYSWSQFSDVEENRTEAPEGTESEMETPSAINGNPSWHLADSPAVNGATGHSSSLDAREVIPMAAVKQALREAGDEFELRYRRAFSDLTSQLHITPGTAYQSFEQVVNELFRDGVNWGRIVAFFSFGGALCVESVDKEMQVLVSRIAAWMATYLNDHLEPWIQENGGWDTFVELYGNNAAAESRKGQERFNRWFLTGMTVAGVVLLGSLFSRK
CIT2 TOR yeast – modulators of CIT2-GFP expression in yeast, primary screen, S. cerevisiae, GFP fusion, multiplex flow cytometry, MLPCN library. S. cerevisiae CIT2-GFP strain, 3 h; 100 means same as DMSO wells. GFP response vs DMSO, % at 10 µM. 320,000 compounds, 0.065% hits. AID 2029, 2009;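 active means GFP response relative to DMSO above a set limit, near the screen mean plus 3 SD, cut at about 150% in these data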;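 further: ratio of well median GFP fluorescence to mean of DMSO wells on the plate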
MEX-5 binding – MEX-5 zinc finger RNA-binding disruptors – biochemical, C. elegans, fluorescence polarization, MLPCN library, primary screen. Zinc finger protein mex-5 (Caenorhabditis elegans), Q9XUB2. 300,000 compounds, 0.38% hits. activity score (negative = inhibition of binding), % at 10 µM. AID 1832, 2009. MEX-5/FITC-TCR2 RNA binding; hits give low values;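 active means inhibition past about -25% in most replicates, and total fluorescence under double the plate's negative control median, limit read from the data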;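 further: 0% = DMSO and -100% = 5 µM competing unlabeled TCR2 RNA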
Target sequence (Q9XUB2 whole entry, looked up): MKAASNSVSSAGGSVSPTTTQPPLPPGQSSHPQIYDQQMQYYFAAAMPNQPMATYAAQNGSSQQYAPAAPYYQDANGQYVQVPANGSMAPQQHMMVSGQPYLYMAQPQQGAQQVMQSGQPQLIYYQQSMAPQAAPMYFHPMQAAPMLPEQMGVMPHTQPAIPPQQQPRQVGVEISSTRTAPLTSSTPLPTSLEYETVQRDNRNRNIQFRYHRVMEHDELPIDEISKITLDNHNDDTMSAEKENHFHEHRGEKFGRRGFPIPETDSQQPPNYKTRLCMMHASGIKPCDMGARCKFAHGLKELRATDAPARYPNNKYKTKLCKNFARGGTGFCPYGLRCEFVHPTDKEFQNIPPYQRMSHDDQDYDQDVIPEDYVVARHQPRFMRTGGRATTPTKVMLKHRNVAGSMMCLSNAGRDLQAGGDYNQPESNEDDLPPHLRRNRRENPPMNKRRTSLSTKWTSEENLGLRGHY
MCL1-BIM inh – inhibitors of MCL1 binding to BIM-BH3, primary screen, biochemical, fluorescence polarization | Induced myeloid leukemia cell differentiation protein Mcl-1 (Homo sapiens), Q07820 | GST-MCL1 / FITC-Bim-BH3 fluorescence polarization | inhibition, % at 10.9 µM | 320,000 compounds, 0.68% hits | AID 2057, 2009;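 active means inhibition above the mean inhibition of all tested compounds plus 3 SD, set per campaign, cut at about 40% in these data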;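 further: 0% = DMSO wells and 100% = unlabeled Bim-BH3 peptide control; higher means more loss of mP so more displacement of Bim peptide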
Target sequence (Q07820 whole entry, looked up): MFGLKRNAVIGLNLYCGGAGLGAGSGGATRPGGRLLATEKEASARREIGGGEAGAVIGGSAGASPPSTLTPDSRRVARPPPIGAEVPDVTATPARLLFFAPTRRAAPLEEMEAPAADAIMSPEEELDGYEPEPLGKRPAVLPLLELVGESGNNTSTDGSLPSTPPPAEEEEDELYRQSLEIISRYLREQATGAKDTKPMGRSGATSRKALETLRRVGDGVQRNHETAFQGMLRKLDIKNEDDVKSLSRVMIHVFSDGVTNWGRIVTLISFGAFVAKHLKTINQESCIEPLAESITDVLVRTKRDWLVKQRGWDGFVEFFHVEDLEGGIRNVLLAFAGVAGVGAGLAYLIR
The depositor's hits bear a star; x = not tested or not shown.

SMILES	GRK2 aptamer HTS	Yeast superoxide	AGP1 TOR yeast	VLA-4 inh	GLD-1 TGE inh	Bcl-xL primary	CIT2 TOR yeast	MEX-5 binding	MCL1-BIM inh
C=CCn1c(SCC(=O)Nc2cc(C)on2)nc2sc(CC)cc2c1=O	0	97	98	-9	1	-6	93	1.7	-5
Cc1ccc(-c2noc(CCC(=O)NCc3ccccc3CN3CCOCC3)n2)cc1	2	106	95	-3	7	10	91	x	7
CN(CC(=O)Nc1ccccc1C(F)(F)F)C(=O)Cc1ccc(S(=O)(=O)N2CCOCC2)s1	5	82	105	-4	1	1	106	-2.0	-8
O=C(NCc1ccncc1)C1CCN(S(=O)(=O)Cc2ccccc2)CC1	0	104	86	31	2	4	85	-1.2	0
COc1ccc(CCC(=O)Nc2ccc(S(=O)(=O)Nc3nccc(C)n3)cc2)cc1	0	111	99	1	-4	-3	105	3.0	1
O=C(C[n+]1cccc2ccccc21)c1ccc(Br)cc1	0	96	99	-15	-5	2	102	4.9	-1
C=C(Cl)COc1cc(C)cc2oc(=O)cc(CC)c12	3	101	96	3	4	1	92	1.7	-3
Cc1ccc(CSc2nc3ccccc3c(=O)[nH]2)cc1	1	107	94	2	-2	2	93	-0.2	-2
Cc1cc(NC(=O)CCCN2C(=O)c3cccnc3C2=O)no1	0	87	105	1	2	2	100	-0.6	8
N/C(=N\OC(=O)COc1ccccc1Cl)c1ccc(Cl)cc1	0	98	80	12	0	-3	87	-1.9	-2
CC(Sc1nnc(COc2ccc(Cl)cc2)n1Cc1ccccc1)C(=O)O (stereo not given)	0	104	99	-2	3	-4	97	-0.6	-8
O=C1COc2ccc(S(=O)(=O)N3CCN(c4ccccc4)CC3)cc2N1	0	79	85	-3	-2	-2	93	-3.9	2
COc1cccc(OC)c1OCCCCN1CCCCC1	0	101	104	12	1	5	107	0.9	6
O=C(NC(=S)NC1CCSC1=O)c1ccccc1 (stereo not given)	0	122	96	2	0	3	105	-1.4	9
CCCNC(=O)c1c(CSc2ccc(Cl)cc2)noc1C(=O)NCc1ccccc1	0	96	93	0	3	4	93	0.4	9
COC(CNC(=O)c1ccc2c(c1)ncn2-c1cccc(C)c1)OC	2	79	23	0	-2	2	78	-1.1	0
COc1cccc(/C=C/c2nc(C#N)c(NCC(C)C)o2)c1	1	103	98	12	-5	-4	102	1.6	-1
CN(C(=S)NC(=O)C12CC3CC(CC(C3)C1)C2)c1ccc(O)cc1	59*	102	96	4	3	x	99	x	x
Cc1ccc2cccc(SCC(=O)NCC#N)c2n1	0	98	99	-8	-1	-4	90	3.8	0
CCc1ccc(NC(=O)C(=O)N/N=C(\C)CC(=O)Nc2ccccn2)cc1	2	120	89	19	4	4	76	0.6	-5
C#CCOCCOCCOCCNc1nc(N2CCN(C(=O)CCCCCCCCCCNC(=O)[C@H](CCCCN)n3cc(CCCC(=O)O)nn3)CC2)nc(N2CCN(C(=O)CCCCCCCCCCNC(=O)[C@H](CCCCN)n3cc(CCCC(=O)O)nn3)CC2)n1	0	101	81	-3	-1	5	81	-4.4	-2
CCCCn1c(N)c(N(Cc2ccccc2OC)C(=O)COc2cc(C)ccc2Cl)c(=O)[nH]c1=O	0	94	108	2	3	4	103	-0.7	8
Cc1ccc2c(CC(=O)Nc3c(C)n(C)n(-c4ccccc4)c3=O)coc2c1	1	107	96	5	3	0	96	0.2	-2
CCOC(=O)c1nnn(-c2nonc2N)c1CNc1ccc(C)c(Br)c1	6	107	105	-11	9	-4	98	2.6	0
O=C(CSc1ccccn1)N/N=C/C=C/c1ccccc1	3	94	108	11	0	2	113	0.8	0
Cc1cc(C)cc(NC(=O)CCn2c(=O)c3cccn3c3ccccc32)c1	0	120	101	5	0	2	104	-1.0	6
COc1ccc(/C=N\NC(=O)c2ccccc2[N+](=O)[O-])cc1COc1c(F)c(F)c(F)c(F)c1F	0	115	100	-7	9	3	101	-1.8	5
CCCCC1CCCOC(C(=O)NCCNCCO)(C(F)(F)F)C1 (stereo not given)	x	x	x	x	2	0	x	-0.7	0
CCC1CCCCN1CCCNC(=O)Cn1cnc2sc(C)c(S(=O)(=O)N3CCC(C)CC3)c2c1=O (stereo not given)	0	102	64	1	1	5	108	2.0	4
COc1ccccc1N(CC(=O)NC(C)(C)C)C(=O)CCC(=O)Nc1ccccn1	0	90	103	6	x	x	106	3.0	x

10 compounds from above, arranged by length of the SMILES, low to high:
SMILES	GRK2 aptamer HTS	Yeast superoxide	AGP1 TOR yeast	VLA-4 inh	GLD-1 TGE inh	Bcl-xL primary	CIT2 TOR yeast	MEX-5 binding	MCL1-BIM inh
Cc1ccc2cccc(SCC(=O)NCC#N)c2n1	0	98	99	-8	-1	-4	90	3.8	0
O=C(CSc1ccccn1)N/N=C/C=C/c1ccccc1	3	94	108	11	0	2	113	0.8	0
CCCCC1CCCOC(C(=O)NCCNCCO)(C(F)(F)F)C1 (stereo not given)	x	x	x	x	2	0	x	-0.7	0
CCOC(=O)c1nnn(-c2nonc2N)c1CNc1ccc(C)c(Br)c1	6	107	105	-11	9	-4	98	2.6	0
Cc1cc(C)cc(NC(=O)CCn2c(=O)c3cccn3c3ccccc32)c1	0	120	101	5	0	2	104	-1.0	6
CCc1ccc(NC(=O)C(=O)N/N=C(\C)CC(=O)Nc2ccccn2)cc1	2	120	89	19	4	4	76	0.6	-5
COc1ccccc1N(CC(=O)NC(C)(C)C)C(=O)CCC(=O)Nc1ccccn1	0	90	103	6	x	x	106	3.0	x
CCC1CCCCN1CCCNC(=O)Cn1cnc2sc(C)c(S(=O)(=O)N3CCC(C)CC3)c2c1=O (stereo not given)	0	102	64	1	1	5	108	2.0	4
COc1ccc(/C=N\NC(=O)c2ccccc2[N+](=O)[O-])cc1COc1c(F)c(F)c(F)c(F)c1F	0	115	100	-7	9	3	101	-1.8	5
C#CCOCCOCCOCCNc1nc(N2CCN(C(=O)CCCCCCCCCCNC(=O)[C@H](CCCCN)n3cc(CCCC(=O)O)nn3)CC2)nc(N2CCN(C(=O)CCCCCCCCCCNC(=O)[C@H](CCCCN)n3cc(CCCC(=O)O)nn3)CC2)n1	0	101	81	-3	-1	5	81	-4.4	-2

Carrying on:
SMILES	GRK2 aptamer HTS	Yeast superoxide	AGP1 TOR yeast	VLA-4 inh	GLD-1 TGE inh	Bcl-xL primary	CIT2 TOR yeast	MEX-5 binding	MCL1-BIM inh
CCOc1ccc(C(=O)NC(=S)Nc2ccccc2N2CCC(C)CC2)cc1[N+](=O)[O-]	0	93	105	8	1	3	105	0.4	2
O=C(CSCc1ccc(C(=O)O)cc1)Nc1ccccc1	0	102	104	4	-5	6	100	1.8	4
CCc1cccc(NC(=O)Cn2cc(C=O)c3ccccc32)c1	2	100	110	5	-1	7	96	1.4	-1
CCOC(=O)/C(Sc1nc(-c2ccccc2)cc(-c2ccccc2)c1C#N)=C(\C)O	0	96	100	3	-4	2	98	-9.3	4
CCN(C(=O)CSc1nc2ccccc2n1C)C1CCS(=O)(=O)C1 (stereo not given)	1	99	99	1	3	-6	103	x	-10
CC(=O)c1ccc(OCC(O)CN2C(C)(C)CC(O)CC2(C)C)cc1 (stereo not given)	0	93	92	5	5	5	101	1.5	3
O=C(C[C@@H]1C/C=C/CC[C@H](Cc2ccc(F)cc2)C(=O)OCCNC1=O)N[C@H](CO)Cc1ccccc1	0	97	89	15	2	x	93	x	x
CC(=O)Nc1cccc(NC=C(C#N)C#N)c1	2	96	120	-1	-8	2	116	-0.3	1
COC(=O)c1cc(NS(=O)(=O)c2ccc(N3CCOCC3)c([N+](=O)[O-])c2)cc(C(=O)OC)c1	6	111	96	20	4	5	95	-5.4	2
COc1ccc(N(C(C)=O)c2nc(C)cc(C)c2C#N)c(OC)c1	2	125	98	37	0	-2	97	-1.9	-6
c1ccc(-c2nccnc2-c2ccccc2)cc1	1	114	96	-8	2	2	93	2.3	-1
O=C(COc1ccc(Cl)cc1)NCc1nnc(SCC(=O)NC2CCCCC2)o1	0	86	97	5	5	3	84	-3.6	1
COCCCN1CC(=O)N2C(c3ccccc3)c3[nH]c4ccccc4c3C[C@H]2C1=O (stereo not given in full)	0	88	106	1	4	2	99	1.5	6
Cc1cc(C(=O)OCC(=O)Nc2ccc(F)c(F)c2F)c(C)o1	0	104	109	6	1	6	95	1.4	2
CCn1c(COc2c(C)cccc2C)nnc1SCC(=O)N1CCN(c2ccccc2)CC1	0	98	100	-17	-1	-7	100	1.6	-5
Cn1nc(C(=O)Nc2cccnc2)c2ccccc2c1=O	1	116	102	35	-2	8	98	0.8	4
Cc1cc(C)nc(N2CCCC(C(=O)NCc3cccc(C(F)(F)F)c3)C2)n1 (stereo not given)	1	108	102	-4	13	-4	99	-2.7	1
Cc1nn(-c2ccccc2)c(C)c1NC(=O)COC(=O)c1ccccc1OC(F)F	0	99	86	16	0	2	105	-0.7	2
COc1ccc(C(=O)N/N=C(/C)c2cccc(NC(=O)c3ccncc3)c2)cc1OC	2	98	94	-3	x	x	98	2.6	x
CCCCSc1nc2c(c(=O)[nH]1)CCC2	1	102	101	23	0	8	104	-0.8	3
Cc1cccc(NC(=O)CNC(=O)c2ccco2)n1	0	96	108	-4	8	1	103	-1.2	-9
COC(=O)c1cc(CNC(=O)c2ccc(S(=O)(=O)N(C)c3ccccc3)cc2)ccc1OC	0	94	109	2	-2	-3	104	x	-8
CS(=O)(=O)c1ccc(Cl)c(NC(=O)COC(=O)c2c(Cl)cccc2Cl)c1	1	103	87	0	-5	5	90	0.9	-4
Nc1ccc(S(=O)(=O)NCc2ccccn2)cc1	2	102	101	-8	-10	2	97	1.2	10
O=C(Oc1ccc(N2C(=O)CCC2=O)cc1)c1ccccc1	0	87	104	-17	11	8	99	1.9	12
C/C(=N\NC(=O)c1ccc(Br)cc1)c1ccccc1	3	99	97	-3	5	6	93	1.5	8
CC1c2nc3ccccc3n2C(CC(=O)NCc2ccccn2)C(=O)N1Cc1ccccc1 (stereo not given)	1	108	103	16	0	5	105	x	4
CC(=O)NN1C(=O)c2ccccc2NC1c1ccoc1 (stereo not given)	0	79	102	4	3	-4	102	2.0	6
O=C(O)c1ccc(Cl)c(S(=O)(=O)NC(Cc2ccccc2)C(=O)O)c1 (stereo not given)	1	88	105	0	-8	9	111	-0.6	4
COc1ccc2[nH]c3c(c2c1)CCn1c-3nc2ccccc2c1=O	0	88	99	22	0	8	100	x	-6
CCOC(=O)CCCNC(=O)COC(=O)/C=C/c1ccc2c(c1)OCO2	0	98	97	33	9	0	100	0.7	-5

Assay outcomes: PubChem, several laboratories
